# INS promoter inh = TRM-6 insulin promoter activity inhibition. TRM-6 cells (human fetal islet line), insulin promoter-eGFP reporter, imaging; reporter expression induced with tamoxifen. inhibition, % at 2 µM. 130,000 compounds, 0.9% hits;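 active = inhibition above the mean plus 3 SD, with well images judged a real hit on visual review, cut at about 60% in these data, passing the limit was not always enough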
# SDO1 yeast rescue = restores growth of sdo1-depleted yeast; 140,000 compounds, 0.21% hits; z-score at 10 µM; S. cerevisiae sdo1-depleted JHY4D growth rescue, OD600 30 h; active compounds read high; pdr5 snq2 efflux-pump mutant strain; AID 817;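 active = z-score above 3 at both the 24 hr and the 30 hr optical density reads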;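 also: z-score against mean and SD of all compound wells on the same plate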
# SDO1 yeast rescue Rescue 24 h = also measured in SDO1 yeast rescue; calls as there; z-score; S. cerevisiae sdo1-depleted JHY4D growth rescue, OD600; measured here: growth rescue at 24 h;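 0 is the plate mean of compound wells and units are plate SD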
# Starred values were filed as active, the others as inactive; · = not tested or not shown; & = joins results of further samples.
SDO1 yeast rescue | INS promoter inh | SDO1 yeast rescue Rescue 24 h | canonical_smiles
-0.3 | 34 | -0.48 | Cc1ccc(-c2cc(-c3ccccc3)[nH]c(=S)c2C#N)cc1
0.01 | · | 1.3 | COc1ccc(NC(=S)N2CCN(C(c3ccccc3)c3ccccc3)CC2)cc1OC
1 | -270 | 0.72 | CC[n+]1c(/C=C/C=C/N(C(C)=O)c2ccccc2)sc2cc(OC)ccc21
-1.1 | -6 | -0.57 | Cc1ccc(NC2=C(N3CCOCC3)C(=O)c3ccccc3C2=O)cc1
-1.8 | 31 | -1.9 | Cc1nn(Cc2cccc(C(=O)NC34CC5CC(CC(C5)C3)C4)c2)c(C)c1Br
0.29 | · | 0.42 | Cn1c(=O)c2c(nc(Sc3ncccn3)n2Cc2ccc(Cl)cc2)n(C)c1=O
0.02 | 6 | 0.02 | COc1ccc(N(C(C)=O)S(=O)(=O)c2cc(OC)ccc2OC)cc1
-0.43 | · | 0.06 | COC(=O)c1ccccc1NC(NC(=O)c1ccco1)C(=O)c1ccccc1 (stereo not given)
1.8 | · | -0.15 | CCN(CC)CCN1C(=O)C(=O)/C(=C(/O)c2ccc(OC)cc2)C1c1ccco1 (stereo not given)
0.01 | 19 | 1.2 | O=C(CCc1nc2ccccc2c(=O)[nH]1)OCc1ccc(-c2ccccc2)cc1
1.1 | -38 | 1.4 | CC1CCCC(NC(=O)COC(=O)CSc2ccc3ccccc3c2)C1C (stereo not given)
0.42 | -19 | 0.53 | CCOc1ccc2c(=O)c(Oc3ccccc3OCC)coc2c1
-0.59 | · | -0.74 | NS(=O)(=O)c1ccc(N/N=C/c2cn(-c3ccccc3)nc2-c2cccs2)cc1
0.04 | -21 | 0.76 | O=S(=O)(Nc1ccc(F)cc1)N1CCCCCC1
· | -8 | · | CC(=O)Nc1ccc(S(=O)(=O)NCCNc2ccccc2[N+](=O)[O-])cc1
-0.35 | -15 | 1.6 | CC(C)CNC(=O)c1ccccc1NC(=O)CCSc1ccccc1
-0.68 | · | -0.7 | CC1CC(C)CN(c2ncc3c(n2)CC(c2ccc(Cl)cc2)CC3=O)C1 (stereo not given)
-0.28 | 62 | -0.47 | CC(=O)N(C)c1ccc(NC(=O)c2ccccc2C(=O)O)cc1
1.1 | -52 | 0.91 | c1cncc(-c2nnc(-c3ccco3)o2)c1
0.13 | · | -0.19 | O=C(CSc1nnc(COc2ccccc2)n1Cc1ccco1)NCc1ccco1
-2.3 | 27 | -1.4 | COc1ccc(/C(N)=N/OC(=O)c2cc(-c3ccccc3)nc3ccccc23)cc1
0.4 | 0 | -0.27 | COc1ccc(-c2nnc(SC(C(=O)c3c[nH]c4ccccc34)c3ccccc3)n2N)cc1OC (stereo not given)
0.3 | -7 | 1.6 | O=C(N/N=C/c1ccc(F)c(F)c1)c1cc2c(s1)-c1ccccc1CC2
0.4 | -35 | 0.72 | OC(CNC1CCCc2ccccc21)COc1c(Cl)cccc1Cl (stereo not given)
2.5 | · | 2.8 | CC/C(O)=C1\C(=O)CC(c2ccccc2)CC1=NCCC(=O)O (stereo not given)
-0.65 | 50 | -1.1 | Cc1ccc(O)c(NC(=O)C2CC(c3ccc(F)cc3)=NO2)c1 (stereo not given)
0.68 | -8 | 0.34 | Cc1ccc(SC(C)C(=O)Nc2ncn[nH]2)cc1 (stereo not given)
1.1 | -315 | 1.6 | O=C1CC(=O)N(CCc2ccccc2)C(=O)N1CCc1ccccc1
0.17 | -22 | 0.31 | CC(C)(C)n1nnnc1CN1CCC(NC(=O)NC2CCCCC2)CC1
-1.2 | · | -1.1 | CCc1nn(CCCC(=O)N2CCc3ccccc3C2)c(=O)c2cc3occc3n12

# Overlap with the part before: 7 entries; new compounds follow.
SDO1 yeast rescue | INS promoter inh | SDO1 yeast rescue Rescue 24 h | canonical_smiles
0.4 | -35 | 0.72 | OC(CNC1CCCc2ccccc21)COc1c(Cl)cccc1Cl (stereo not given)
2.5 | · | 2.8 | CC/C(O)=C1\C(=O)CC(c2ccccc2)CC1=NCCC(=O)O (stereo not given)
-0.65 | 50 | -1.1 | Cc1ccc(O)c(NC(=O)C2CC(c3ccc(F)cc3)=NO2)c1 (stereo not given)
0.68 | -8 | 0.34 | Cc1ccc(SC(C)C(=O)Nc2ncn[nH]2)cc1 (stereo not given)
1.1 | -315 | 1.6 | O=C1CC(=O)N(CCc2ccccc2)C(=O)N1CCc1ccccc1
0.17 | -22 | 0.31 | CC(C)(C)n1nnnc1CN1CCC(NC(=O)NC2CCCCC2)CC1
-1.2 | · | -1.1 | CCc1nn(CCCC(=O)N2CCc3ccccc3C2)c(=O)c2cc3occc3n12
-0.59 | 0 | -0.97 | CCC(C)n1c(SCC(=O)Nc2cc(C(C)(C)C)nn2-c2ccccc2)nc2ccccc2c1=O (stereo not given)
-0.34 | -40 | -0.53 | COc1cc(/C=C2\C(=O)N(C)C(=S)N2C)ccc1O
-2 | -7 | -1.2 | O=C(/C=C/c1ccccn1)c1ccc(Br)cc1O
1.2 | -138 | 0.45 | CCCNC(=O)COC(=O)c1cc2c(=O)n3ccccc3nc2s1
· | 27 | · | COc1cc(CC(=O)Nc2ccc(N3CCOCC3)cc2)cc(OC)c1OC
-0.15 | 11 | 0.73 | CCc1cccc(CC)c1NC(=O)C1SC(=Nc2ccccc2C)C(c2nc3ccccc3s2)=C1N (stereo not given)
· | -18 | · | O=C(COc1ccc(Oc2ccccc2)cc1)NCc1cn2ccccc2n1
0.22 | · | 0.39 | Cc1cc(C)nc(N2CCCC(C(=O)NCCc3cccc(F)c3)C2)n1 (stereo not given)
0.27 | 31 | 0.55 | O=C(Nc1ccccc1C(=O)N/N=C/c1ccco1)c1ccc(F)cc1
-0.02 | 21 | 0.39 | CCOC(=O)COc1ccccc1-c1ccno1
0.19 | -37 | 0.32 | CCn1c(NCc2cc(Br)ccc2NS(=O)(=O)c2ccc(C)cc2)nc2ccccc21
0.03 | · | -0.6 | COc1ccc(C(=O)NNC(=O)c2ccccc2[N+](=O)[O-])cc1
0.29 | · | 0.14 | Cc1ccc(-n2c(C)cc(C(=O)NS(=O)(=O)c3ccc(C)cc3)c2C)cc1
-0.68 | -64 | -0.98 | COc1ccc([N+](=O)[O-])cc1NC(=O)COC(=O)Cc1cc(OC)c(OC)c(OC)c1
-1.6 | -42 | -1.3 | Cn1c(=O)c2c(nc(NCCc3ccccc3)n2Cc2ccccc2)n(C)c1=O
-0.53 | · | -0.93 | Cc1cc(NS(=O)(=O)c2ccccc2)c(C)c(Cl)c1O
-1.5 | · | -1.3 | CC(NC(=O)Cc1cccs1)C(c1cccs1)N1CCN(c2ccccc2F)CC1 (stereo not given)
1 | · | 1.4 | CCCC(=O)Nc1cc(C)c(NC(=O)c2ccccn2)cn1
-0.6 | -7 | -1.3 | COC(=O)C1=C(C)N(CC(C)C)C(=O)C1
2.3 | -36 | 1.6 | CC(C)(C)c1nnc(NC(=O)NS(=O)(=O)c2ccccc2)s1
3 | 30 | 3.1 | CCOc1ccc2nc(-c3ccc(OC)c(OC)c3)cc(C(=O)O)c2c1
0.49 | -64 | 0.53 | Cc1cc(C(N)=O)c2ccccc2n1
0.74 | · | 0.56 | COc1ccc(C(=O)NNC(=O)Cc2ccc([N+](=O)[O-])cc2)cc1
· | 0 | · | COc1ccc(/C=N/NC(=O)C2C3CCCCC32)cc1OC (stereo not given)
-0.78 | 19 | -0.26 | CCOC(=O)c1ccc(NC(=O)Cn2nnc(-c3ccccc3C)n2)cc1
-0.87 | · | -0.43 | COC(=O)C1=C(C)NC2=C(C(=O)CC(C)(C)C2)C1c1cn(Cc2ccc(Br)cc2)nc1-c1ccccc1 (stereo not given)
-0.4 | -7 | -0.47 | CC(NC(=O)C1CCN(S(=O)(=O)c2cc([N+](=O)[O-])ccc2Cl)CC1)c1ccccc1 (stereo not given)
1.6 | -83 | 1.1 | Cc1ccc(NC(=O)CSCC#N)cc1
-1.6 | 5 | -1.5 | C=CCn1c(SCC(=O)Nc2nccs2)nnc1-c1ccco1
0.82 | 28 | 1.1 | CCCCOc1ccc(C(=O)NCC(=O)NCC(=O)OCC)cc1

# Given with two lines to a compound: entries from further up.
# Below each SMILES – SDO1 yeast rescue, INS promoter inh, SDO1 yeast rescue Rescue 24 h
> COc1ccc(/C=N/NC(=O)C2C3CCCCC32)cc1OC (stereo not given)
    ·, 0, ·
> CCOC(=O)c1ccc(NC(=O)Cn2nnc(-c3ccccc3C)n2)cc1
    -0.78, 19, -0.26
> COC(=O)C1=C(C)NC2=C(C(=O)CC(C)(C)C2)C1c1cn(Cc2ccc(Br)cc2)nc1-c1ccccc1 (stereo not given)
    -0.87, ·, -0.43
> CC(NC(=O)C1CCN(S(=O)(=O)c2cc([N+](=O)[O-])ccc2Cl)CC1)c1ccccc1 (stereo not given)
    -0.4, -7, -0.47

# Later entries
SDO1 yeast rescue | INS promoter inh | SDO1 yeast rescue Rescue 24 h | canonical_smiles
1.3 | 55 | 0.69 | O=c1cc(NC2CCCCCC2)[nH]c(=O)[nH]1
1.2 | 38 | 0.72 | COCCNC(=O)C(=O)N/N=C/c1ccccc1C(F)(F)F
-0.7 | -67 | -0.61 | O=C(Nc1ccccc1O)c1cc(S(=O)(=O)N2CCOCC2)c(Cl)cc1Cl
1.4 | 31 | 1.6 | CCOc1ccc(C(C)=O)cc1COC(=O)C1=COCCO1
· | 26 | · | O=C(Cn1cnc2ccccc21)Nc1cccc([N+](=O)[O-])c1
1.9 | -45 | 1.5 | COCCCNC(=O)C(Cc1ccccc1)NS(=O)(=O)c1ccc2c(c1)c(=O)n(C)c(=O)n2C (stereo not given)
0.76 | 0 | 0.96 | COc1cc(-c2cc(C(=O)Nc3c(Cl)cc(Cl)cc3Cl)c3ccccc3n2)cc(OC)c1OC
-0.07 | 10 | -0.88 | Cc1nn(Cc2c(F)c(F)c(F)c(F)c2F)c(C)c1NC(=O)c1c([N+](=O)[O-])c(C)nn1C
-0.68 | 7 | -0.42 | COc1ccccc1NC=C1C(=O)OC2(CCCCC2)OC1=O
-0.59 | -9 | -0.78 | COc1cccc(-c2cc(C(F)(F)F)nc(NCc3ccco3)n2)c1
0.09 | 19 | -0.49 | C=CCOc1ccc(CN(C)CC(=O)N(CC(C)C)c2c(N)n(CC(C)C)c(=O)[nH]c2=O)cc1
· | -12 | · | Cn1ncc(N=Cc2c(O)ccc3ccccc23)c1C(=O)N1CCOCC1
-0.31 | 18 | -0.8 | Cc1c(C(=O)N2CCOCC2)[nH]c2c1C(=O)CC(c1ccc(Cl)cc1)C2 (stereo not given)
-1.4 | 10 | -0.68 | O=[N+]([O-])c1ccc(N2CCN(CCOc3nonc3-c3ccccc3)CC2)c(Cl)c1
1.6 | 11 | 2.2 | COc1ccc(C(=O)N/C(=C\c2ccc3c(c2)OCO3)C(=O)NCCc2nc3ccccc3[nH]2)cc1
-1.4 | -17 | 0.48 | CCCCCCc1cc2cc(S(=O)(=O)c3ccc(C)cc3)c(=O)oc2cc1O
0.92 | -5 | 1.2 | CCOCCCN1CN(Cc2ccccc2)CNC1=S
-1.7 | · | -1.4 | CCc1ccc(NC(=O)c2ccc3c(c2)C(=O)N(Cc2ccco2)C3=O)cc1
0.08&-0.89 | -41&-26 | 0.15&-0.89 | CN(C)C(=O)Oc1cccc([N+](C)(C)C)c1
-0.26 | · | -0.01 | CCOC(=O)c1c(NC(=O)C(F)(OC)C(F)(F)F)sc2c1CCN(C)C2 (stereo not given)
1.4 | -47 | 1.7 | Cc1ccc(CSCC(N)C(=O)O)cc1 (stereo not given)
-0.27 | 36 | 0.99 | N#C/C(C(=O)NCc1ccccc1)=C1/SC(Cc2ccc(Cl)cc2)C(=O)N1c1ccccc1 (stereo not given)
0.54 | 31 | 0.36 | CC1=CC(C)C2C(=O)N(CCC[N+](C)(C)C)C(=O)C2C1 (stereo not given)
-0.57 | · | -0.97 | CCSc1nc(=O)n(-c2ccccc2)c(C)c1C(C)=O
0.91 | 17 | 2.8 | CCN(CC)S(=O)(=O)c1ccc(Cl)c(NC(=O)COc2ccccc2[N+](=O)[O-])c1
0.66 | -26 | -0.34 | CC(=O)N1Cc2ccccc2CC1C(=O)O (stereo not given)
1.3 | · | 0.79 | O=C(NNC(=O)c1ccc(Cl)cc1Cl)c1ccncc1
-1.6 | -43 | 0.7 | Cc1ccccc1NC(=O)Cc1nc(CSc2nnc(-c3ccc4c(c3)OCO4)o2)cs1
-0.63 | 43 | -1.4 | N#CC1=C(N)OC2=C(C(=O)CC(c3ccccc3)C2)C1c1ccoc1 (stereo not given)
-0.26 | 11 | 0.74 | CCCc1cc(=O)[nH]c(SCC(=O)N2N=C(c3ccc(Cl)cc3)CC2c2ccco2)n1 (stereo not given)
0.41 | -10 | 0.17 | Cc1cc(C)n(C(=O)CCCCCCCC(=O)n2nc(C)cc2C)n1
· | 50 | · | Cn1cc(CN2CCCC(CO)C2)c(-c2ccc(Oc3ccccc3)cc2)n1 (stereo not given)
-0.84 | 15 | -0.52 | COc1ccc(C)cc1NC(=O)CSc1nnc(-c2ccco2)n1Cc1ccco1
-0.9 | -5 | -0.8 | CCC(C(=O)N1CCN(C(=O)c2ccco2)CC1)c1ccccc1 (stereo not given)
1.9 | 42 | 1 | O=C(c1ccc(=O)[nH]c1)N(Cc1ccco1)C1(C(=O)NC2CCCCC2)CCCCC1
0.77 | -74 | 0.45 | CCC(=O)Nc1ccccc1C(=O)C(=O)Nc1ccccc1
-1.2 | -27 | -1.2 | CC(Nc1cc(N2CCN(S(C)(=O)=O)CC2)ccc1[N+](=O)[O-])c1ccccc1 (stereo not given)
0.38 | 38 | 0.12 | COc1ccc(OC)c(N(CC(=O)N2CCCCC2)S(=O)(=O)c2ccc(OC)c(OC)c2)c1
-0.83 | 0 | -0.65 | O=C(c1ccc(Br)o1)N1CCN(c2ccc(F)cc2)CC1
-1.9 | -16 | -1.7 | CC1CCN(Cc2nnnn2-c2ccc(Cl)cc2)CC1
-0.25 | -6 | -0.25 | Cc1ccc(-n2c(C)cc(C=C3C(=O)CC(C)(C)CC3=O)c2C)cc1
